# CHO-K1 Ca antag: nonselective inhibitor or artifact in parental CHO-K1 cells; ATP-induced calcium, Fluo-8 fluorescence; inhibition, % at 3 µM; 360,000 tested, 0.6% active; AID 602250;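 active = inhibition above a per-plate cutoff, the plate's mean sample inhibition plus 3 SD, cut at about 24% in these data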;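 also: 0% = DMSO plus EC80 ATP and 100% = DMSO alone without ATP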
# TAAR1 antagonist: antagonists of human TAAR1; Q96RJ0; CHO RD-HGA16 TAAR1, Fluo-8 calcium fluorescence, antagonist; inhibition, % at 3 µM; 360,000 tested, 1.5% active; AID 624466;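 active = inhibition above a per-plate cutoff, the mean inhibition of test compounds on that plate plus 3 SD, cut at about 49% in these data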;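 also: 0% = DMSO plus EC80 beta-PEA response and 100% = DMSO alone without agonist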
# Target sequence (Q96RJ0 whole entry, looked up): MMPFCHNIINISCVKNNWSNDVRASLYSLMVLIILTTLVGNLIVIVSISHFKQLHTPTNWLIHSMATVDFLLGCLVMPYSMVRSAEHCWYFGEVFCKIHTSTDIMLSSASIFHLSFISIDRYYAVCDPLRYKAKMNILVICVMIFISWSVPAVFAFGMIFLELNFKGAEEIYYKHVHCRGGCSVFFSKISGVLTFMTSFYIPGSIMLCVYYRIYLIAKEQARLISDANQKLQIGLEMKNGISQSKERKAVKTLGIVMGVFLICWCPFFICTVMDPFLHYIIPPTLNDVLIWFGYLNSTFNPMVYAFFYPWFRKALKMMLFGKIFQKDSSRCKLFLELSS
#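 Assay system: RD-HGA16 CHO cells with stable hTAAR1 and Gα16 / Reagent: EC80 β-phenethylamine stimulus / Doses: 3 µM, single point / Timing: dye loading 75 min at 37 °C, then 30 min room temperature / Measured by: Fluo-8 intracellular calcium dye fluorescence, real-time kinetic reads / Controls: vehicle wells and EC80 agonist wells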
# TAAR1 agonist: human TAAR1 agonism; CHO RD-HGA16 TAAR1, Fluo-8 calcium fluorescence; vehicle wells 0%, saturating PEA agonist 100%; activation, % at 3 µM; 360,000 tested, 0.99% active;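 active = activation above the mean activation of all test compounds in the run plus 3 SD, cut at about 38% in these data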
#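 System: CHO-derived RD-HGA16 cells with stable Gα16 and human TAAR1. Times: 17-24 h plating, Fluo-8 75 min 37 °C, 30 min RT. Measured by: calcium-sensitive Fluo-8 signal, excitation 470-495, emission 515-575 nm. Read-out basis: % activation relative to PEA EC100 response. Control set: DMSO and PEA EC100. Repeats: no replicates (n 1).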
# M1 ag parental: counter-screen for M1 agonists: effect in parental CHO-K1 cells; 360,000 tested, 0.48% active; Fluo-8 calcium fluorescence; scaled to maximal ATP response, vehicle zero; activation, % at 3 µM; in the data active = activation above about 15%;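 also: untransfected CHO-K1 host cells lacking M1 receptor as counterscreen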
# OXTR potentiator: potentiates the human oxytocin receptor response | P30559 | 320,000 tested, 0.061% active | CHO-OTR cells, Fluo-8 calcium fluorescence, potentiator mode; 0% = oxytocin EC15, 100% = EC100 | activation, % at 3 µM;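 active = activation above that plate's cutoff, the mean activation of tested compounds plus 3 SD, cut at about 6.6% in these data, passing the limit was not always enough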;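 also: 100% uses oxytocin at 75 nM as the full agonist control; some results filed as inactive read as strong as hits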
# Target sequence (P30559 whole entry, looked up): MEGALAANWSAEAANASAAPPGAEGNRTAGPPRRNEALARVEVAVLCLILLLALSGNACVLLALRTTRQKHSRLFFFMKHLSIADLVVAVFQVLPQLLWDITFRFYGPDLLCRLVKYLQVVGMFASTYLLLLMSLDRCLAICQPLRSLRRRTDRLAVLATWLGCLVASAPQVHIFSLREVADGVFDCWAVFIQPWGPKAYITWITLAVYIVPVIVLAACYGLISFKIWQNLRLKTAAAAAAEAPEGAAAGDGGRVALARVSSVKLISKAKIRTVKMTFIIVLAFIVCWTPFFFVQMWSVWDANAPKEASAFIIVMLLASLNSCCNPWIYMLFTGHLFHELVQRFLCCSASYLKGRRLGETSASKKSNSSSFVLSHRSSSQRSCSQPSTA
#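 test system = CHO-OTR cells, human receptor | compound = single-point 3.0 µM | schedule = 6 min compound pre-incubation at room temperature, 100 s kinetic read | signal = Fluo-8 no-wash calcium dye fluorescence, excitation 470-495 nm, emission 515-575 nm | repeats = single well per compound, singlicate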
# CHRM1 agonist: agonists of human M1 muscarinic receptor | P11229 | CHO-K1 hM1, Fluo-8 calcium fluorescence, agonist mode; 0% DMSO, 100% acetylcholine EC100 | 360,000 tested, 0.33% active | AID 588814 | activation, % at 3 µM;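 active = activation above the run's mean compound activation plus 3 SD, cut at about 16% in these data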;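 also: peak over basal fluorescence ratio within a 140 s kinetic read after compound addition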
# CHO parental Ca: counter-screen: ATP calcium response change in parental CHO cells; parental CHO-K1, ATP-induced calcium, Fluo-8 fluorescence; inhibition, % at 5.6 µM; 330,000 tested, 0.63% active; AID 463079;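 active = inhibition above that plate's mean sample inhibition plus 3 SD, cut at about 26% in these data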;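 also: 0% = ATP-challenged DMSO wells and 100% = DMSO wells without ATP; some compounds past the cut are filed as inactive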
#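 Material: Parental CHO cells | Reagent: ATP | Compound dosing: Single nominal dose of 5.6 µM per compound | Detection: Intracellular calcium via Fluo-8 no-wash fluorescent dye | Read-out: % inhibition of ATP-induced calcium mobilization | Benchmarks: Low control ATP plus DMSO, high control DMSO only | Replicates: Singlicate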
# CHO-K1 Ca PAM: M1 PAM counterscreen hit in parental CHO-K1 cells. ATP EC20, Fluo-8 calcium fluorescence; 0% at ATP EC20, 100% at ATP max. activation, % at 3 µM. 360,000 tested, 0.02% active;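 active = activation above the run cutoff, the mean activation of all test compounds plus 3 SD, cut at about 40% in these data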;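 also: peak over basal fluorescence ratio in a 140 s read after ATP addition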
# M1 antag: blocks human M1 muscarinic receptor. P11229. CHO-K1 hM1, Fluo-8 calcium fluorescence, ACh EC80 antagonist. inhibition, % at 3 µM. 360,000 tested, 1.3% active. AID 588852;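 active = percent inhibition above its own plate's cutoff, namely the mean of that plate's compound wells plus 3 SD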;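 also: peak over basal fluorescence ratio during 140 s after agonist addition; 0% = ACh EC80 plus DMSO and 100% = DMSO alone without agonist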
# * marks the source's active call; other numbers are inactive results; . = not tested or not shown. Not a hit list, and some 4.2% of all compounds hit somewhere here.
SMILES,CHO-K1 Ca antag,TAAR1 antagonist,TAAR1 agonist,M1 ag parental,OXTR potentiator,CHRM1 agonist,CHO parental Ca,CHO-K1 Ca PAM,M1 antag
Cc1cc(/C=C2\SC(=O)N(C)C2=O)c(C)n1-c1ccc(S(N)(=O)=O)cc1,-8,-12,5,5.3,-18,-4,2,16,-7
O=Cc1ccc2c(c1)OCCOCCOCCOCCO2,2,-16,4,0.4,.,-1,.,-3,-6
CCOC(=O)N1CCC(N2Cc3cccc(C(=O)NCc4ccccc4OC)c3C2=O)CC1,-9,35,8,1.9,-12,-6,-14,6,-21
Cc1ccc(S(=O)(=O)N(c2ccccc2)C2CCS(=O)(=O)C2)cc1 (stereo not drawn),10,-3,15,-0.1,-1,-4,-11,-7,0
Cc1ccc(-c2cc(C(=O)N3CCCCCC3)no2)cc1,-19,0,4,0.8,-14,-5,-17,15,-5
Cc1cccc(NC(=O)C(C)Oc2ccc(C)nc2[N+](=O)[O-])c1 (stereo not drawn),8,23,1,3.6,-3,-7,-9,12,-7
COc1cc(C(=O)NNC(=O)Cc2cccs2)cc(OC)c1OC,-11,-11,5,0.0,-5,-3,-3,9,-12
CC1CCCN(S(=O)(=O)c2ccc(NC(=O)Cn3nnc(-c4ccccc4F)n3)cc2)C1 (stereo not drawn),-33,21,4,1.8,-11,-2,9,17,-19
COc1ccc(C(=O)Nc2ccc(Cl)cc2C(=O)N2CCOCC2)cc1,-8,-5,1,1.3,6,-2,-14,1,8
CCc1c(C)c2cc(Cl)c(O)c(CN(CC)CC)c2oc1=O,-3,-18,2,-0.2,-1,-9,-11,1,-9
Cc1c(C)n(CC(O)CN(CCO)CCO)c2ccccc12 (stereo not drawn),-15,6,3,0.7,-3,-2,2,17,-12
N#Cc1cc2c(=O)n3ccccc3nc2n(CCCn2ccnc2)c1=N,9,-22,2,0.1,1,-8,-4,-9,0
O=C(C1=C(O)C(=O)N(c2ncccn2)C1c1cccc(Cl)c1)c1ccco1 (stereo not drawn),-6,13,15,1.1,0,-4,1,25,-8
Cc1ccc(Nc2ncnc3c2cnn3C)cc1,21,-15,6,0.4,-7,-1,-7,-1,3
Cn1cnc2c1c(=O)[nH]c(=O)n2Cc1ccccc1,-7,-7,11,0.6,2,-4,-6,5,-3
Fc1ccc(-c2ncc3ccccn23)cc1,-5,-5,0,-0.1,2,-3,-5,15,-6
O=P(COCCOCCOCP(=O)(c1ccccc1)c1ccccc1)(c1ccccc1)c1ccccc1,1,7,1,0.1,-3,-5,4,11,-3
Cn1nc(-c2ccc(Cl)cc2)c2cc(C(=O)NCCCN3CCOCC3)sc21,-8,.,.,0.9,-1,-5,-14,21,-17
CC(C)(C)NC(=O)CSc1nc(-c2ccccc2)cc(=O)[nH]1,1,0,9,0.6,0,-3,-11,1,-2
CN(C)C(C)(C)C#CC(O)(c1ccccc1)c1ccccc1,-9,-1,4,0.3,-15,-6,-18,3,100*
Cc1cc(NC(=O)c2cnn3cccnc23)n(-c2ccccc2)n1,1,5,8,3.6,-1,-5,-8,-3,10
O=C(NCCc1ccco1)c1cc(COc2cccc(C(F)(F)F)c2)on1,-7,-3,-2,-0.3,-5,-6,-14,30,2
Cc1ccc(S(=O)(=O)N2CCOCC2)cc1C(=O)OC(C)C(=O)NC1CCCC1 (stereo not drawn),-6,-18,17,0.8,-7,-1,-3,-15,7
O=C1NCCN/C1=C\C(=O)c1ccccc1,-2,2,2,0.3,2,-7,1,6,7
COc1ccccc1CNC(=O)COC(=O)c1cc(=O)[nH]c2ccccc12,-15,2,5,2.5,-4,1,-12,14,-6

# Reprinted from the part before: two entries, followed by the next part.
SMILES,CHO-K1 Ca antag,TAAR1 antagonist,TAAR1 agonist,M1 ag parental,OXTR potentiator,CHRM1 agonist,CHO parental Ca,CHO-K1 Ca PAM,M1 antag
O=C1NCCN/C1=C\C(=O)c1ccccc1,-2,2,2,0.3,2,-7,1,6,7
COc1ccccc1CNC(=O)COC(=O)c1cc(=O)[nH]c2ccccc12,-15,2,5,2.5,-4,1,-12,14,-6
CC(C)c1ccc(NC2CCCN(C(=O)CCn3cnnn3)C2)cc1 (stereo not drawn),-8,-12,1,1.5,-7,-2,-13,1,-15
CC(=O)c1c(C)oc2ccc(NS(=O)(=O)c3ccc(C(=O)O)cc3)cc12,-16,12,0,1.3,-11,0,7,5,-7
CC(=O)c1ccc2noc(-c3cccc(C)c3)c2c1,-10,5,-1,0.5,-12,-1,-5,0,-4
COC(=O)[C@]12CCCCC=C1N(CCC1=CCCCC1)C(=O)[C@H](CC(=O)NCCC(C)C)C2,-8,13,-1,3.2,.,.,.,7,.
CC(=O)Nc1cccc(NC(=O)c2cc3ccccc3o2)c1,-7,3,16,3.3,-19,1,12,10,2
Cn1c(=O)c2cc(NC(=O)CCc3cccnc3)ccc2n1Cc1cccc(C(F)(F)F)c1,-8,-5,3,5.9,.,-2,.,13,-2
CCN1CCN(C(=O)CCNC(=O)Cn2ccc3ccccc3c2=O)CC1,-8,0,10,0.4,-3,-5,-7,9,-7
O=C(CN(c1ccc(F)cc1)S(=O)(=O)c1ccc2c(c1)OCCO2)Nc1ccc2c(c1)OCO2,-1,37,9,1.8,-22,-1,4,13,-4
COc1ccccc1OCCn1c(=S)[nH]c2ccccc21,-13,-9,-1,1.0,.,-6,.,15,-3
Cc1noc(C)c1S(=O)(=O)N(CC(=O)N1CCn2c1nc1ccccc12)c1ccc(C(C)C)cc1,-3,-1,0,0.4,-4,-1,-9,10,-7
COc1ccc(Br)cc1CN(C)C(=O)CNC(=O)c1ccc2ccccc2c1,-11,38,6,2.9,-11,-4,1,-3,29*
Brc1ccc(-c2nn3c(Cc4ccccc4)nnc3s2)o1,1,2,3,0.4,-8,-1,-19,11,3
CC(C)/C=C/CN1CCN(CCCc2ccccc2)C(CCO)C1 (stereo not drawn),-26,0,-1,1.4,-3,-6,-11,27,-9
O=C(CCC1CCN(Cc2ccccc2O)CC1)NC1CC1,-2,-14,0,0.2,-14,-7,-12,12,-13
O=C(COc1ccc(-c2ccccc2)cc1)NN=C1CCCC1,-2,9,0,5.3,-13,-5,-3,-4,-1
CCN(CC)CC(=O)c1c[nH]c2ccccc12,-10,8,2,0.2,-2,-4,-7,1,-11
O=C(Cn1c(=O)n(Cc2ccco2)c(=O)c2ccccc21)NCC1CCCO1 (stereo not drawn),-7,-1,1,0.2,1,-2,-18,12,-26
O=C(OC1Cn2c(=O)ccc(=O)n2C1)c1ccc([N+](=O)[O-])cc1,-3,6,2,0.0,5,-4,-5,17,-3
Cc1cccc(N(CC(=O)N=Nc2c(O)[nH]c3ccccc23)S(C)(=O)=O)c1C,-4,16,7,10,-8,-5,-18,19,16
Cc1ccccc1NC(=O)COC(=O)CC1CCCC1,-12,5,1,1.1,.,-1,.,10,-9
O=C(O)c1cnn2c(C(F)(F)F)cc(-c3ccccc3)nc12,-5,-24,3,0.2,-2,-3,-12,-1,4
COc1cccc(CNC(=O)CCS(=O)(=O)c2ccc3c(c2)NC(=O)CS3)c1,-10,-30,4,1.1,-1,-3,-8,25,-6
Cc1ccc(S(=O)(=O)N(CC(=O)NCCSC2CCCCC2)c2ccccc2F)cc1,-14,-13,1,0.7,-5,-2,-11,12,-8
O=C(Nc1nc2c(s1)C(=O)CCC2)c1ccccc1,-1,4,1,1.0,-6,3,-7,7,-8
O=C(N/N=C/c1ccc(N2CCOCC2)s1)c1ccc(O)cc1,-13,-2,-1,0.2,.,-1,.,12,-8
CN(Cc1ccccc1)C1=CC(=[N+]2CCCCC2)CC(C)(C)C1,9,-4,0,2.7,-2,-1,16,6,39*
Cc1cc(NC(=O)C2CCCC2)nc2c1c(=O)oc1ccccc12,-3,22,29,1.2,-3,-2,-30,16,-40

# Of the compounds above, seven contain fluorine:
SMILES,CHO-K1 Ca antag,TAAR1 antagonist,TAAR1 agonist,M1 ag parental,OXTR potentiator,CHRM1 agonist,CHO parental Ca,CHO-K1 Ca PAM,M1 antag
CC1CCCN(S(=O)(=O)c2ccc(NC(=O)Cn3nnc(-c4ccccc4F)n3)cc2)C1 (stereo not drawn),-33,21,4,1.8,-11,-2,9,17,-19
Fc1ccc(-c2ncc3ccccn23)cc1,-5,-5,0,-0.1,2,-3,-5,15,-6
O=C(NCCc1ccco1)c1cc(COc2cccc(C(F)(F)F)c2)on1,-7,-3,-2,-0.3,-5,-6,-14,30,2
Cn1c(=O)c2cc(NC(=O)CCc3cccnc3)ccc2n1Cc1cccc(C(F)(F)F)c1,-8,-5,3,5.9,.,-2,.,13,-2
O=C(CN(c1ccc(F)cc1)S(=O)(=O)c1ccc2c(c1)OCCO2)Nc1ccc2c(c1)OCO2,-1,37,9,1.8,-22,-1,4,13,-4
O=C(O)c1cnn2c(C(F)(F)F)cc(-c3ccccc3)nc12,-5,-24,3,0.2,-2,-3,-12,-1,4
Cc1ccc(S(=O)(=O)N(CC(=O)NCCSC2CCCCC2)c2ccccc2F)cc1,-14,-13,1,0.7,-5,-2,-11,12,-8

# High-throughput results (PubChem BioAssay)
